PLAP inhibition: PLAP enzyme inhibitors, biochemical, luminescence, HTS (AID 690). 96,000 tested, 0.08% active. purified PLAP, luminescent substrate; higher % means a stronger effect. inhibition, % at 20 µM; hits with a dose series show IC50 in µM; in the data active = a potency from the dose series; inactive = the rest, 99 in 100 with inhibition below about 30%; also: strong numbers were not always called active
MRP resist rev: MRP-mediated drug resistance reversal; H69AR cells + 2 uM doxorubicin, CellTiter-Glo, 72 h; differential viability (reversal), % at 10 µM; 85,000 tested, 0.04% active; AID 602;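 active = viability drop by adding the cancer drug above about 55%, with treated viability meeting a 40% cutoff, limit read from the data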;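 also: viability without doxorubicin minus viability with 2 µM doxorubicin for each compound; larger differential means the compound sensitizes cells more to doxorubicin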
IL1B NFkB pot: enhances IL-1B driven NFkB nuclear translocation | HUVEC IL-1B NFkB p65 nuclear translocation imaging | activation, % at 2 µM | 94,000 tested, 0.3% active | AID 819;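 active = activation above 40%, about the mean plus 3 SD, also judged a hit on visual image review; inconclusive = activation above 40% but not a hit on visual review; inactive = activation not above 40% and no visual hit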;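 also: percent activation is computed from the nuclear over cytoplasmic p65 intensity ratio; values of inactives mirror those of a sister screen read the other way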
NFkB transloc inh: blocks IL-1B driven NFkB nuclear translocation in HUVEC cells; HUVEC IL-1B NFkB p65 nuclear translocation imaging; inhibition, % at 2 µM; 94,000 tested, 0.43% active; AID 796;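 active = inhibition above about 30% together with a positive call from visual inspection of the well image, limit read from the data; inconclusive = inhibition above a set limit but visual check negative; inactive = inhibition not above a set limit, visual check negative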;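 also: nuclear over cytoplasmic p65 intensity ratio measured by imaging; 0% = IL-1B stimulated DMSO wells and 100% = unstimulated DMSO wells; values of inactives mirror those of a sister screen read the other way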
Bcl-B displacement: displacers of TR3 peptide from Bcl-B, primary screen, selectivity assay for Bfl-1 inhibitor project, biochemical, fluorescence polarization; FP displacement of FITC-TR3 peptide from Bcl-B; higher % means a stronger effect; displacement, % at 20 µM, or IC50 in µM where a hit was titrated; AID 748; 96,000 tested, 0.11% active;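 active = displacement above 50% at 20 µM plus a fluorescence interference ratio under 1.5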;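 also: plate controls were wells without compound for no effect and wells lacking Bcl-B protein for full effect; a part of the inactive calls stands beside numbers as strong as those of hits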
MRP resist rev cytotoxicity: further read-out of MRP resist rev, marked with its call; viability, %; H69AR cells, CellTiter-Glo, 72 h; measured here: cytotoxicity without doxorubicin
MRP resist rev with doxorubicin: recorded beside MRP resist rev, whose call it bears; viability, %; measured here: viability with 2 uM doxorubicin; active compounds read low
NFkB transloc inh cell count 2 µM: second read-out of NFkB transloc inh, no call of its own (marks repeat the call); cell count; measured here: cells passing quality filter;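 raw number of nuclei counted in each imaged well without normalization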
IL1B NFkB pot cell count 2 µM: second read-out of IL1B NFkB pot, no call of its own (marks repeat the call); cell count; measured here: cells passing quality filter
Active calls of the source: *; ? = inconclusive; . = no result given. An excerpt, so the mix of outcomes need not match the whole.

Results follow in this order: Bcl-B displacement | NFkB transloc inh | NFkB transloc inh cell count 2 µM | MRP resist rev | MRP resist rev cytotoxicity | IL1B NFkB pot | IL1B NFkB pot cell count 2 µM | MRP resist rev with doxorubicin | PLAP inhibition
CCC(c1nnc(SCC(=O)NCCc2ccc(Cl)cc2Cl)o1)N(C)C (stereo not given)
  9% | 1 | 113 | -12 | 86 | -1 | 113 | 97 | -85%
Cc1ccccc1N1C(=O)C2ON(c3ccccc3)C(c3cccnc3)C2C1=O (stereo not given)
  -31% | 5 | 83 | 15 | 97 | -5 | 83 | 82 | -45%
CCOC(=O)CC(=O)Nc1nnc(C(C)C)s1
  2% | 8 | 92 | 13 | 109 | -8 | 92 | 96 | -50%
Cc1ccc(C(=O)COC(=O)C2CC(=O)N(c3nc(-c4ccccc4)cs3)C2)cc1C (stereo not given)
  -26% | -7 | 141 | . | . | 7 | 141 | . | -63%
Cn1c(CNS(=O)(=O)c2ccc(Br)cc2)n[nH]c1=S
  8% | 6 | 147 | . | . | -6 | 147 | . | -22%
COc1ccc(C(=O)Cc2ccc(OC)c(OC)c2)cc1
  -3% | . | . | -4 | 95 | . | . | 98 | -14%
CCN(CC)CCN1C(=O)C(=O)/C(=C(/O)c2c(C)[nH]c(C(=O)OC)c2C)C1c1ccco1 (stereo not given)
  -7% | -22 | 119 | 0 | 101 | 22 | 119 | 101 | -26%
Nn1c(SCc2nc3ccccc3[nH]2)nnc1-c1cccnc1
  -4% | . | . | -5 | 104 | . | . | 109 | -96%
CC(C)C(=O)N1CCC(CN=Cc2c(O)n(C3CCCCC3)c(=O)n(C3CCCCC3)c2=O)CC1
  -6% | -24 | 87 | -4 | 54 | 24 | 87 | 58 | -54%
COc1cc2[nH]c(=O)n(CCC(=O)N3CCN(c4cccc(C)c4C)CC3)c(=O)c2cc1OC
  -3% | -5 | 101 | 1 | 2 | 5 | 101 | 2 | -46%
CCOc1ccccc1N1CCN(C(=O)Nc2cccc(Cl)c2)CC1
  -6% | -8 | 128 | 15 | 86 | 8 | 128 | 71 | -3%
COc1ccc(C2CC(c3cccs3)=NN2C(=O)CSC2=NN3CCCC(=O)N=C3S2)cc1 (stereo not given)
  -3% | -8 | 38 | 11 | 58 | 8 | 38 | 46 | -44%
CCNc1nc(NC(C)C)nc(OCCOC(=O)c2ccccc2)n1
  . | -27 | 146 | -10 | 83 | 27 | 146 | 93 | .
Cc1sc(NC(=O)/C=C/c2ccc(C(C)C)cc2)c(C#N)c1C
  -8% | 3 | 156 | . | . | -3 | 156 | . | 5%
Cc1cc(C)n(-c2nnc(C)n2/N=C/c2ccccc2F)n1
  2% | -27 | 77 | 12 | 98 | 27 | 77 | 86 | -4%

Results in Bcl-B displacement, MRP resist rev cytotoxicity and MRP resist rev with doxorubicin, for some of the entries so far:
| SMILES | Bcl-B displacement | MRP resist rev cytotoxicity | MRP resist rev with doxorubicin |
| --- | --- | --- | --- |
| CCC(c1nnc(SCC(=O)NCCc2ccc(Cl)cc2Cl)o1)N(C)C (stereo not given) | 9% | 86 | 97 |
| COc1ccc(C2CC(c3cccs3)=NN2C(=O)CSC2=NN3CCCC(=O)N=C3S2)cc1 (stereo not given) | -3% | 58 | 46 |
| CCOc1ccccc1N1CCN(C(=O)Nc2cccc(Cl)c2)CC1 | -6% | 86 | 71 |

Carrying on.
Results follow in this order: Bcl-B displacement | NFkB transloc inh | NFkB transloc inh cell count 2 µM | MRP resist rev | MRP resist rev cytotoxicity | IL1B NFkB pot | IL1B NFkB pot cell count 2 µM | MRP resist rev with doxorubicin | PLAP inhibition
Cc1cccc(-n2ccnc2SCC(=O)Nc2ccc3c(c2)OCCO3)c1
  0% | -4 | 151 | 1 | 81 | 4 | 151 | 80 | 7%
Cn1c(=NC(=O)C2CC2)sc2cccc(F)c21
  21% | . | . | 10 | 96 | . | . | 86 | 18%
CC(C)(C)OC(=O)N1CC2Cc3[nH]c(=O)ccc3C(C2)C1 (stereo not given)
  1% | -7 | 108 | 1 | 89 | 7 | 108 | 89 | 3%
CN1CCN(C(=O)N2c3ccccc3C=Cc3ccccc32)CC1
  13% | . | . | 0 | 70 | . | . | 70 | -58%
O=c1oc2ccccc2n1CSC1=NCCS1
  -7% | 16 | 98 | -19 | 21 | -16 | 98 | 40 | 2%
COCCn1nnnc1CN1C2CCCC1CC(NC(C)=O)C2 (stereo not given)
  -9% | -46 | 193 | 3 | 99 | ? | . | 97 | 8%
Cc1ccc(C(=O)Nc2nc3ccc(S(C)(=O)=O)cc3s2)o1
  . | -2 | 156 | -11 | 29 | 2 | 156 | 40 | .
O=C(CCC(=O)c1cccs1)Nc1ccccc1F
  -2% | 5 | 105 | 0 | 103 | -5 | 105 | 103 | 3%
C=CCOc1cccc(C2/C(=C(/O)c3ccc(C)cc3)C(=O)C(=O)N2CCN2CCOCC2)c1 (stereo not given)
  0% | -14 | 138 | 1 | 95 | 14 | 138 | 94 | -57%
Cc1ccc(-c2ccnc(=S)[nH]2)cc1
  -6% | -1 | 127 | . | . | 1 | 127 | . | -5%
O=S(=O)(O)c1nc2ccccc2n1Cc1ccccc1
  -6% | 3 | 166 | 20 | 103 | -3 | 166 | 83 | 0%
COC(=O)c1ccc(S(=O)(=O)c2ccc(C(=O)OC)s2)s1
  -2% | 24 | 102 | -1 | 89 | -24 | 102 | 90 | 14%
NC(=S)c1ccc(C(N)=S)o1
  9% | 7 | 202 | -11 | 90 | -7 | 202 | 101 | 20%
COc1ccc(S(=O)(=O)N2CCN(C(=O)CCC3CCCC3)CC2)cc1
  -7% | -1 | 146 | -8 | 88 | 1 | 146 | 96 | 9%
COc1ccc(-c2nnc(CSc3nc4ccccc4c(=O)n3C)o2)cc1OC
  0% | -3 | 111 | -8 | 60 | 3 | 111 | 67 | -37%
N#CC(c1cccc(C(F)(F)F)c1)(c1ncc(C(F)(F)F)cc1Cl)N1CCOCC1 (stereo not given)
  -4% | 4 | 185 | . | . | -4 | 185 | . | -24%
Cc1cc(NC(=O)CSc2nc3ccccc3c(=O)n2Cc2ccc(F)cc2)no1
  -5% | -9 | 169 | -19 | 40 | 9 | 169 | 59 | 13%
CCOC(=O)c1[nH]c2c(c1C)C(=O)CC(c1ccc(OC)c(OC)c1)C2 (stereo not given)
  -10% | -18 | 193 | 8 | 98 | 18 | 193 | 90 | 5%
O=C(O)CCn1c(C2CCCCC2)nc2ccccc21
  33% | . | . | 22 | 97 | . | . | 75 | -8%
Cc1cc(COc2ccccc2OCCN2CCN(C)CC2)no1
  -12% | -11 | 185 | -6 | 101 | 11 | 185 | 108 | -4%
Fc1ccccc1N1CCN(C(c2cccs2)c2nnnn2CCc2ccccc2)CC1 (stereo not given)
  -2% | -13 | 157 | 6 | 84 | 13 | 157 | 78 | -25%
O=C(NCc1ccco1)c1ccc2c(c1)N(Cc1ccccc1)C(=O)CS2=O (stereo not given)
  . | 3 | 60 | . | . | -3 | 60 | . | .
O=C(NC(=O)c1ccccc1)NC1(C(F)(F)F)OCCO1
  -3% | -10 | 192 | . | . | 10 | 192 | . | 1%
COCC(=O)N(Cc1ccccc1)c1ccccn1
  0% | 7 | 97 | 2 | 101 | -7 | 97 | 99 | 23%
O=c1c2ccccc2nnn1CSc1nnc(COc2ccc(Cl)cc2)n1Cc1ccco1
  -6% | -3 | 161 | -11 | 71 | 3 | 161 | 82 | -13%
Cc1ccccc1C1CC(=O)NC2=C1C(=O)CCC2 (stereo not given)
  -1% | -32 | 197 | -5 | 93 | 32 | 197 | 98 | 1%
COC(=O)[C@H](Cc1ccccc1)NC(=O)NCc1cccs1
  5% | -9 | 156 | 5 | 90 | 9 | 156 | 85 | 30%
O=C1C2C3CCCC3=C3CCCC3C2C(=O)N1c1cccc(Cl)c1 (stereo not given)
  8% | 4 | 131 | 3 | 88 | -4 | 131 | 85 | 6%
CC(C)(C)c1ccc(C(=O)NC(Cc2ccccc2)C(=O)O)cc1 (stereo not given)
  0% | -14 | 157 | 10 | 103 | 14 | 157 | 93 | -22%
COc1ccc(NC(=S)N(CCc2nc3cc(C)c(C)cc3[nH]2)Cc2cccnc2)cc1
  1% | -6 | 211 | . | . | 6 | 211 | . | -40%
CCOC(=O)c1cc2c(=O)n3cccc(C)c3nc2n(Cc2ccccc2Cl)c1=N
  -1% | . | . | -37 | 48 | . | . | 85 | -22%
CCOc1ccc(S(=O)(=O)Nc2ccc(S(=O)(=O)Nc3cc(OC)ccc3OC)cc2)cc1
  14% | -20 | 177 | -1 | 75 | 20 | 177 | 76 | -22%
O=C(C(c1ccccc1)c1ccccc1)N1CCOCC1
  6% | -10 | 133 | 4 | 94 | 10 | 133 | 90 | -3%
CC(NC(=O)/C(=C\c1cccc([N+](=O)[O-])c1)NC(=O)c1ccco1)C(=O)O (stereo not given)
  9% | -7 | 106 | . | . | 7 | 106 | . | .
COC(=O)c1cc(C(=O)Nc2cccc(C)n2)cc([N+](=O)[O-])c1
  -8% | -2 | 148 | . | . | 2 | 148 | . | 7%
CCOc1ccc(N2C(=O)CC(N3CCC(NC(=O)Nc4ccccc4)CC3)C2=O)cc1 (stereo not given)
  0% | -8 | 113 | 16 | 103 | 8 | 113 | 86 | -58%
Cc1ccc(-c2nnc(-c3ccccc3)o2)cc1
  . | 72* | 98* | 4 | 99 | -72 | 98 | 95 | .
COc1ccc(CNc2nc(NCc3ccc(OC)c(OC)c3)n(C(=O)c3cccs3)n2)cc1OC
  -32% | -3 | 97 | . | . | 3 | 97 | . | 3%
CCOc1ccc(N2CC(C(=O)NCc3cccc(C)c3)CC2=O)cc1 (stereo not given)
  -1% | 13 | 123 | 8 | 91 | -13 | 123 | 82 | -15%
CC(C)CC(=O)NC(NC(=S)Nc1cccc2cccnc12)C(Cl)(Cl)Cl (stereo not given)
  9% | 0 | 204 | . | . | 0 | 204 | . | 13%
C=CCNC(=O)c1onc(CSc2cc(C)ccc2C)c1C(=O)O
  -10% | -25 | 178 | . | . | 25 | 178 | . | -7%
Cc1c(NCc2cc(Cl)cc(Cl)c2O)c(=O)n(-c2ccccc2)n1C
  3% | -4 | 126 | 4 | 93 | 4 | 126 | 89 | -84%
CN(C)CCNc1nc(-c2ccco2)c2c(c1C#N)CC(C)(C)OC2
  -4% | 9 | 140 | 8 | 94 | -9 | 140 | 86 | -40%
N#CC1=C2SCN(Cc3ccco3)CN2C(=O)CC1c1c(F)cccc1Cl (stereo not given)
  25% | 2 | 188 | 37 | 92 | -1 | 188 | 55 | -3%
CC(C)(C)NC(=O)C(Cc1ccccc1)NS(=O)(=O)c1ccc2c(c1)CCC(=O)N2 (stereo not given)
  -14% | -10 | 112 | 4 | 93 | 10 | 112 | 88 | 6%
Cc1cc(C)nc(SCc2nc3nc(C)cc(C)n3c2Br)n1
  -27% | -8 | 118 | 1 | 96 | 8 | 118 | 95 | 8%
O=C(Nc1ccc2c(c1)OCO2)C1CCN(S(=O)(=O)c2cccs2)CC1
  9% | 0 | 142 | 21 | 96 | 0 | 142 | 75 | 11%
OCCNCCCCOc1ccc(F)cc1
  -6% | -14 | 157 | 8 | 97 | 14 | 157 | 89 | -11%
O=C(Cn1cc(C(=O)COc2ccccc2)c2ccccc21)NCc1ccco1
  -92% | -9 | 147 | 9 | 73 | 9 | 147 | 64 | -4%
COc1ccc(/C(O)=C2/C(=O)C(=O)N(CCN(C)C)C2c2ccc(C)cc2)cc1Cl (stereo not given)
  -16% | -10 | 106 | 0 | 93 | 10 | 106 | 93 | -58%
O=C(O)c1cc(-c2ccccn2)n[nH]1
  5% | -5 | 119 | 10 | 100 | 5 | 119 | 90 | -150%
Cc1ccc(NC(=S)NNC(=O)CCn2cc(C)cn2)cc1
  -1% | . | . | . | . | . | . | . | -142%
